D2 ag: D2 dopamine receptor (human) agonism; P14416; AID 485358; activation, % at 2 µM; HEK293 T-REx D2 cells, calcium flux agonist mode; 340,000 tested, 0.53% active;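 active = activation over 3 SD above normal in the single-dose calcium agonist read, cut at about 30% in these data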; also: 0% is about no effect
Target sequence (P14416 whole entry, looked up): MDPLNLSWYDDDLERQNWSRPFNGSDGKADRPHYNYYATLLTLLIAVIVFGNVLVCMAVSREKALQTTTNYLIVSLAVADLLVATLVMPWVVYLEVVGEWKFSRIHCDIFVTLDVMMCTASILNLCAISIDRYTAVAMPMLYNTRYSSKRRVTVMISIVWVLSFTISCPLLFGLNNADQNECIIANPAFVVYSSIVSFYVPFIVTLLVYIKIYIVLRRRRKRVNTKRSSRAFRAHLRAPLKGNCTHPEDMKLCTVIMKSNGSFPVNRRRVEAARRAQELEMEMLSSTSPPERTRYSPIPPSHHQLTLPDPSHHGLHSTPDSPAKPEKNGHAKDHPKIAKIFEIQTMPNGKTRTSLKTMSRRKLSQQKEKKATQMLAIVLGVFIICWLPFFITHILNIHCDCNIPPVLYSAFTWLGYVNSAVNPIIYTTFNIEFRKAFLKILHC
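Tetracycline-induced HEK293 T-REx cells with force-coupled D2 receptor, plated overnight at 30 C, loaded with no-wash calcium dye. After a 10 s baseline, compound was pin-added and calcium flux read kinetically for 180 s; calcium rises flagged agonists.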
USP1 inh: USP1/UAF1 (human) deubiquitinase inhibition; O94782; recombinant USP1/UAF1, Ub-Rhodamine cleavage fluorescence; Potency, µM (top dose mostly 57.1 µM), for inactives: top-dose activity change, negative = inhibition, hits mostly inhibitors; 390,000 tested, 0.23% active; AID 743255; also: potency is read from the fitted curve at half-maximal effect; % is scaled to controls: 0 for no effect and ±100 for the full control effect; nearly all actives have a fitted effect of over 60% in size; inactives centre near -12
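High-throughput fluorogenic screen: 1nM USP1/UAF1 complex, Ub-Rho substrate 150nM final, 50mM HEPES pH 7.8 with 0.5mM EDTA, 0.1 mg/ml BSA, 1mM TCEP and 0.01% Tween-20.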
D2 antagonist: antagonizes the human D2 dopamine receptor; 340,000 tested, 2% active; inhibition, % at 10 µM; HEK293 TREx D2 cells, calcium flux, dopamine EC80; P14416; in the data active = inhibition above about 30%; also: 0% is about no effect
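Tetracycline-induced HEK293 T-REx cells expressing D2 force-coupled to calcium signalling were dye-loaded, exposed to compound for 180 s, then challenged with an EC80 of dopamine; calcium flux was followed kinetically for a further 180 s.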
PI4K2A block: PI4K2A (human) kinase inhibition; activity change, negative = inhibition, % at 76.9 µM; 420,000 tested, 0.13% active; purified PI4K2A, ADP-Glo luminescence, 1 h; hits give low values; in the data active = activity change below about -50%; inconclusive = mostly about -30% to -49%;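 also: -100% = wells without enzyme as full effect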
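PI4K2A activity was measured by ADP-Glo luminescence: enzyme (4 ug/mL stock) and phosphatidylinositol (1.2 mM stock) in Tris pH 7.5/MgCl2/EGTA/Triton X-100 buffer were reacted with ATP (300 microM stock) for one hour at ambient temperature.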
TRHR enhancer: allosterically enhances the human TRH receptor. TRHR cells, fluo-8 calcium fluorescence, EC20 TRH enhancement. enhancement, % at 2 µM. 360,000 tested, 0.66% active. P34981; in the data active = enhancement above about 30%; also: 0% is about no effect
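Enhancer read-out: after compound pinning and an initial kinetic agonist-mode read, an EC20 of TRH (10 nM final) was injected and fluo-8 calcium signal (Ex 480/Em 530) followed at 1 s/cycle for 100 cycles in TRHR-expressing cells.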
mIDH1 inhibitor: blocks human mutant IDH1 R132H enzyme | O75874 | IDH1-R132H enzyme, NADPH consumption, diaphorase/resazurin fluorescence | Potency, µM (series often up to 76.6 µM), for inactives: top-dose activity change, negative = inhibition, hits mostly inhibitors | 390,000 tested, 0.093% active; also: potency is read from the fitted curve at half-maximal effect; % is scaled to controls: 0 for no effect and ±100 for the full control effect; nearly all actives have a fitted effect of over 65% in size
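IDH1-R132H (0.5 ug/mL) preincubated 30 min with compound, then NADPH (0.016 mM) and alpha-KG (2 mM) added; 80 min at RT, pH 7.5. Remaining NADPH coupled via diaphorase/resazurin to fluorescence (540/590 nm); concentration-response curves normalized to no-enzyme control.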
TrxR1 substrate: is turned over as a substrate by rat TrxR1; purified TrxR1 substrate turnover, NADPH consumption readout; Potency, µM (titrated, usually from 114 µM), for inactives: top-dose activity change, negative = substrate turnover; 390,000 tested, 0.01% active; also: potency is read from the fitted curve at half-maximal effect; % is scaled to controls: 0 for no effect and ±100 for the full control effect; nearly all actives have a fitted effect of over 50% in size
Target sequence (O89049 whole entry, looked up): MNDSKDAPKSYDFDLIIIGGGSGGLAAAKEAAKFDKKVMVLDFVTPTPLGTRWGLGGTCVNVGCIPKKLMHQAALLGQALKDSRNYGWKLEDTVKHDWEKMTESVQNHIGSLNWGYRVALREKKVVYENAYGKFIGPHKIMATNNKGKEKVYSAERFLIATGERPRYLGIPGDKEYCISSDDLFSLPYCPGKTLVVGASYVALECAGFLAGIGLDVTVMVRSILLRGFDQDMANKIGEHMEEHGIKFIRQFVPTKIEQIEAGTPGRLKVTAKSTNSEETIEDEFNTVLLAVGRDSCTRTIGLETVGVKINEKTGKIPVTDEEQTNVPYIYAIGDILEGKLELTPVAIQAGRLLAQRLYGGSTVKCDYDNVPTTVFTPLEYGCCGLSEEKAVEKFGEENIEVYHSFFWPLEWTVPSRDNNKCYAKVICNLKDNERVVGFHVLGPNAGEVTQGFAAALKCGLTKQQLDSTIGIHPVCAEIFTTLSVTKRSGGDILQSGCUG
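Rat TrxR1, dispensed at 90 nM, was prereduced with 400 uM NADPH (final) for 5 min at ~22 deg C, then incubated with compound 15 min before 400 uM selenite. A first-read NADPH fluorescence drop versus no-compound background flagged substrates.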
TRHR agonist: agonists of human TRH receptor; TRHR cells, calcium flux fluo-8, FDSS agonist mode; AID 493084; 360,000 tested, 0.18% active; activation, % at 2 µM; in the data active = activation above about 30%; also: 0% is about no effect
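Steps: seed TRHR cells overnight; add fluo-8 no-wash Ca dye, RT 30 min–1.5 h; record 10 s baseline; pin-transfer compounds; monitor fluorescence 1 cycle/s for the agonist window. Calcium increases flag candidate agonists.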
rTrxR1 inhibitor: blocks rat thioredoxin reductase 1; recombinant rTrxR1, NADPH fluorescence consumption, selenite substrate; Potency, µM (series often up to 114 µM), for the others: top-dose activity change, negative = inhibition, actives largely listed as inhibitors; O89049; 390,000 tested, 1% active; also: potency is read from the fitted curve at half-maximal effect; % is scaled to controls: 0 for no effect and ±100 for the full control effect; nearly all actives have a fitted effect of over 65% in size
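Rat TrxR1 (90 nM in the dispensed reagent) was pre-reduced with 400 uM NADPH for 5 min at room temperature, then incubated with compound for 15 min. After 400 uM selenite was added, NADPH fluorescence (Ex 340/Em 450 nm) was followed for 8 min.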
* hit, by the source's call; ? = inconclusive; · = no result given; & = joins results of further samples; [ ] = dose if it differs, or a comment. Unless noted, calls follow the shape of the dose curve; as a rule, active = well fitted inhibition curve with a large enough effect; inconclusive = small, poorly fitted or top-dose-only effect; inactive = no such curve, though single readings can be large or run the other way.

SMILES | D2 ag | USP1 inh | D2 antagonist | PI4K2A block | TRHR enhancer | mIDH1 inhibitor | TrxR1 substrate | TRHR agonist | rTrxR1 inhibitor
COc1ccc(OC)c(NC(=O)c2cc3ccccc3cc2OC)c1 | 0.3 | -29% | 7 | 4 | -4 | 7% | 5% | -0.5 | 21%
CCOCCCNC(=O)CCN1C(=O)c2ccccc2Sc2ncccc21 | -0.2 | -4% | 3 | 0 | -1 | -9% | -3%[57.1 µM] | 0.5 | 18%
CCc1ccc(OC)c(-c2csc(N)n2)c1 | · | -21% | · | 2 | 3 | 11% | 4%[57.1 µM] | -1.3 | 21%[57.1 µM]
COC(=O)c1ccc2c(c1)C(C)(C)C(/C=C/c1ccc(OC)c(OC)c1OC)=[N+]2C | -0.6 | -11% | 21 | 5 | -7 | ? | 168%[activator] | 6.7 | -26%
O=C(CCN1CCN(c2ccccc2)CC1)Nc1ccc(OCc2ccccc2)cc1 | 53* | 0% | 65* | -5 | 4 | -4% | -3%[57.1 µM] | 0.3 | 6%
Cn1c(=O)c2cnc(N3CCOCC3)nc2n(C)c1=O | 0.0 | · | 7 | · | -1 | · | · | 0.2 | ·
COc1ccccc1C(=O)Nc1ccc(CN2CCCCC2)cc1 | 0.7 | 0% | -4 | 2 | -10 | 2% | -2% | 11 | -12%
COCCN(C(=O)COC(=O)COc1ccc(Cl)c(C)c1)c1c(N)n(Cc2ccccc2)c(=O)[nH]c1=O | 0.2 | -6% | 10 | -6 | -3 | 17% | -1% | 0.2 | 8%
O=C(Cn1nc2ccccc2n1)N/N=C/c1ccc(F)cc1 | -0.2 | 0% | -8 | -1 | -5 | -3% | 0% | 0.0 | 14%
O=C(NCCCNCc1ccccc1)c1ccccn1 | 0.4 | 0%&-12% | -14 | -1&1 | -3 | 1%&11% | 12%[57.1 µM] | -0.3 | -11%[11.4 µM]
CCN(CC)CCCNC(=O)CN1N=C(c2ccccc2)CCC1=O | · | 10% | · | 6 | 0 | 43%[activator] | -2%[57.1 µM] | -0.1 | 5%[57.1 µM]
COCCOC(=O)C1=C(C)NC(=O)NC1c1c(Cl)nc2ccccn2c1=O (configuration not stated) | 1.7 | -3% | -4 | 2 | -4 | 10% | -13% | 0.9 | -16%
COc1ccc(C(C)=O)cc1CSc1nnc(-c2ccc(Cl)cc2)n1-c1ccccc1 | -1.3 | -12% | -15 | -6 | -8 | -5% | 4% | 0.1 | 1%
Cn1c(NCc2c(O)ccc3ccccc23)nc2ccccc21 | -0.4 | -10% | -5 | -1 | 0 | 0% | 3% | 1.8 | -9%
COC(=O)C(C(=O)Nc1nc2ccccc2s1)C1CCCC1 (configuration not stated) | 0.0 | -6% | 0 | -3 | 3 | 2% | -1% | 0.1 | 11%
Cc1ccc(S(=O)(=O)Nc2nc3ccccc3nc2NCC2CCCO2)c(C)c1 (configuration not stated) | 0.1 | -24% | -9 | -6 | 12 | 9% | 59%[activator] | -1.0 | -26%
COc1ccc2c(c1OC)C(=O)OC2Nc1nc(-c2ccc(-c3ccccc3)cc2)cs1 (configuration not stated) | -0.7 | -18% | 4 | -9 | -4 | 9% | 24% | -1.0 | ?
CC1CCN(C(=O)CSc2ccc(-c3cccnc3)nn2)CC1 | 0.2 | -3% | -9 | -1 | -2 | 1% | -9% | 0.1 | -18%
COc1ccc(-c2oc3ccccc3c2C(=O)OCc2ccccc2)cc1 | 0.4 | -36% | 4 | -4 | -4 | -2% | 236%[activator] | 2.4 | 54%[activator]
COc1ccc(/C=N/NC(=O)c2cc(C34CC5CC(CC(C5)C3)C4)[nH]n2)cc1OC | 1.8 | ? | -4 | 5 | 7 | 6% | 0%[57.1 µM] | 0.4 | 6%[57.1 µM]
Cn1c2ccccc2c2cnn(CC(=O)Nc3cccc(F)c3)c(=O)c21 | 0.5 | ? | -10 | 0 | -3 | 2% | 14% | 2.9 | 22%
Cc1nc(SCc2cc(=O)c3cccc(F)c3[nH]2)n[nH]1 | -0.3 | -9% | · | -5 | 4 | 1% | -4%[57.1 µM] | 0.4 | -1%[57.1 µM]
Cc1ccccc1NC(=O)Nc1ccccc1N1CCCCC1 | 0.0 | ? | -13 | 1 | 7 | -8% | 4% | -1.5 | 19%
O=C1CCCN1CC(O)CS(=O)(=O)Cc1ccccc1 (configuration not stated) | -2.0 | -21% | -25 | -4 | -1 | 1% | -1% | -0.1 | 3%
Cc1ccc(CNC(=O)CCCn2c(=O)[nH]c3ccccc3c2=O)cc1 | 1.1 | -6% | -2 | 5 | 13 | 4% | -1% | -0.3 | 8%
CCOc1ccc(/C=C(\C#N)c2nc(-c3cc4ccccc4oc3=O)cs2)c(OCC)c1 | 0.5 | 73%[activator] | · | 4 | -3 | · | -1% | 0.4 | 10%
CC1CCN(C(=O)c2ncn(C)c2C(=O)N2CCC(C)CC2)CC1 | · | -9% | · | -4 | · | 0% | 0%[57.1 µM] | · | -10%[57.1 µM]
O=C(NC1=NCCS1)c1cc(-c2ccc(-c3ccccc3)cc2)nc2ccccc12 | 9.6 | -19% | 15 | 4 | 0 | 0% | 15%[57.1 µM] | 0.2 | 26%[57.1 µM]
NC(=S)n1[nH]c(-c2ccc([N+](=O)[O-])cc2)c(N=Nc2ccc(O)cc2)c1=O | 0.2 | -8% | 2 | -6 | 12 | 2% | -11% | -0.2 | -17%
Cc1cc(C)nc(Sc2c(F)c(F)c(C(F)(F)F)c(F)c2F)n1 | 0.8 | -17% | 21 | 0 | -2 | -6% | 5%[57.1 µM] | 1.2 | 10%[57.1 µM]
CCCNc1c(NC(=O)c2ccc(OCCC)cc2)c(=O)oc2ccccc12 | -0.7 | -9% | · | 2 | 1 | 7% | -1% | -1.1 | 14%
O=C(O)C1(c2ccccc2)CCN(S(=O)(=O)c2cccc(Cl)c2)CC1 | · | -13% | · | 2 | 1 | -10% | 2% | 0.4 | 10%
NNC(=O)c1[nH]c2ccccc2c1-c1ccccc1 | 2.8 | -1% | -23 | -2 | 6 | 8% | -1%[57.1 µM] | 0.5 | 2%[57.1 µM]
COC(=O)c1ccc(NC(=O)C(C)Oc2ccccc2)cc1 (configuration not stated) | -0.8 | 5% | -31 | 2 | 7 | 0% | -4% | -0.2 | -4%
Cc1cc(C)cc(NC(=O)N2CCc3ccccc3C2)c1 | -1.7 | -25% | 3 | -9 | 2 | 5% | 1% | -0.9 | 18%
CCn1c(O)c(N=NC2=NC(=O)CS2)c2ccccc21 | 0.7 | -1% | -10 | -8 | 12 | 8% | -22% | -0.1 | -20%

Shown as a hit in D2 antagonist, of those listed so far:
Compound	USP1 inh	D2 antagonist	PI4K2A block	TRHR enhancer	TrxR1 substrate	rTrxR1 inhibitor
O=C(CCN1CCN(c2ccccc2)CC1)Nc1ccc(OCc2ccccc2)cc1	0%	65*	-5	4	-3%[57.1 µM]	6%

An excerpt from above in order of number of heavy atoms, falling.
SMILES | D2 ag | USP1 inh | D2 antagonist | PI4K2A block | TRHR enhancer | mIDH1 inhibitor | TrxR1 substrate | TRHR agonist | rTrxR1 inhibitor
Cc1ccc(CNC(=O)CCCn2c(=O)[nH]c3ccccc3c2=O)cc1 | 1.1 | -6% | -2 | 5 | 13 | 4% | -1% | -0.3 | 8%
CC1CCN(C(=O)c2ncn(C)c2C(=O)N2CCC(C)CC2)CC1 | · | -9% | · | -4 | · | 0% | 0%[57.1 µM] | · | -10%[57.1 µM]
COC(=O)c1ccc(NC(=O)C(C)Oc2ccccc2)cc1 (configuration not stated) | -0.8 | 5% | -31 | 2 | 7 | 0% | -4% | -0.2 | -4%

(cont.)
SMILES | D2 ag | USP1 inh | D2 antagonist | PI4K2A block | TRHR enhancer | mIDH1 inhibitor | TrxR1 substrate | TRHR agonist | rTrxR1 inhibitor
CSc1nc(N)nc2c1ncn2CC(=O)NCc1ccc2c(c1)OCO2 | · | -12% | · | -2 | · | -6% | 0% | · | 15%
CC1CC(C)CN(C/C=C/c2ccccc2[N+](=O)[O-])C1 (configuration not stated) | 1.5 | -10% | 7 | 3 | 8 | 4% | 5% | 0.2 | 9%
COc1ccc(-c2nnc(SCC(=O)/C(C#N)=C(\C)N)o2)cc1 | 0.3 | -10% | 17 | 0 | -7 | 6% | 16%[57.1 µM] | 0.0 | 12%
Cc1ccc(C(=O)OCC(=O)Nc2ccc3c(c2)OCCO3)cc1C | -1.2 | -2% | 5 | 7 | -4 | -1% | -4% | 0.0 | 12%
COc1ccc(CNCc2ccc(F)cc2)c(OC)c1 | 0.5 | -22% | 23 | -3 | 7 | -5% | 6% | -0.2 | 27%
CN1CCN(CCCCOc2cccc3ccccc23)CC1 | 0.5 | -11% | 16 | 0 | -2 | 0% | 2% | 0.9 | -10%
O=c1c2[nH]c3cccc(Cl)c3c2ncn1CC1CCCO1 (configuration not stated) | -1.5 | -14% | -2 | 9 | -4 | 7% | 12% | -0.9 | 22%
O=C(CNC(=O)c1ccc2c(c1)OCCO2)N/N=C/c1ccc(O)cc1O | -0.7 | -10% | -21 | -5 | -5 | 15% | 6% | 0.7 | 12%
CC1c2nc3ccccc3n2C(CC(=O)NCc2ccccn2)C(=O)N1Cc1ccccc1 (configuration not stated) | 1.9 | -3% | 18 | 7 | 5 | -9% | 6% | -2.1 | 14%
CCS(=O)(=O)Nc1ccc(-c2nc3cccnc3s2)cc1 | 0.6 | -8% | -2 | -11 | 6 | -1% | 360%[activator][57.1 µM] | 1.0 | -84%
CC(C)C(C(=O)NC(C)(C)C)N(CCN1CCOCC1)C(=O)CNS(=O)(=O)c1ccccc1 (configuration not stated) | · | -12% | · | -3 | 6 | 5% | 7%[57.1 µM] | 0.6 | 14%[0.0914 µM]
O=C(NCc1cn2ccsc2n1)c1cccc(C(F)(F)F)c1 | 0.1 | 4% | -9 | 1 | 15 | 19% | -5% | -0.6 | 0%
O=C(COC(=O)[C@@H]1CC(O)CN1S(=O)(=O)c1ccccc1[N+](=O)[O-])Nc1ccc2ccccc2c1 (some centres not stated) | -0.3 | -25% | 10 | 1 | -6 | 2% | 2% | 0.1 | 7%

Screening data (PubChem)
